Screening data as filed in PubChem.
FBPA coupling cs: inhibits coupling enzyme system, counter-screen for aldolase hits. 290,000 compounds, 0.67% hits. AID 2472. activity change, negative = inhibition, % at 58.2 µM, hits read low. coupling enzyme system counterscreen, AmpLite Red fluorescence; in the data active means activity change below about -30%
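Counterscreen lacking aldolase: glyceraldehyde-3-phosphate coupling-enzyme reagent preincubated 10 min at RT with compound (at 57.5 uM final), then substrate/coupling system with AmpLite Red added; fluorescence read at 525/598 nm after 20 min RT.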
GALK inhibitor: blocks human galactokinase activity; P51570; Purified GALK, Kinase-Glo residual ATP luminescence; Potency, µM (series often up to 57.5 µM), inactives show at the top dose activity change, negative = inhibition, usual class: inhibitors; 270,000 compounds, 0.007% hits; AID 1868; further: potency means the concentration at half of the fitted maximal effect
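Compounds were pin-transferred into ATP buffer (35 uM final), then GALK plus galactose (5 nM, 100 uM final) was added. After 1 h at room temperature, Kinase-Glo Plus was added and luminescence read after 10 min.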
uPA surface inh: inhibitors of cell surface uPA generation; cell surface uPA generation assay, qHTS; Potency, µM (doses to about 38.3 µM), without a hit: at the highest dose activity change, negative = inhibition, most hits filed as inhibitors; 330,000 compounds, 0.31% hits; AID 540303; active means well fitted inhibition curve with a large enough effect; inconclusive means small, poorly fitted or top-dose-only effect; inactive means no such curve, though single readings can be large or run the other way; tested in mouse RAW 264.7 cells; further: potency means the concentration at half of the fitted maximal effect; nearly all actives have a fitted effect of over 55% in size
Giardia kill: Giardia lamblia killing | 340,000 compounds, 0.15% hits | activity change, % at 7.66 µM, hits read low | Giardia lamblia trophozoite viability | AID 540267; in the data active means activity change below about -80%; inconclusive means between about -30% and that limit;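 further: parasites exposed to compound for two days anaerobically before the ATP read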
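Compounds were tested on trophozoites seeded at 100 cells/well and held 48 hrs at 37 deg C anaerobically. An ATP-based luminescent kit measured the remaining live cells.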
B2AR arrestin: beta2AR (human) beta-arrestin recruitment activity. AID 492947. P07550. 330,000 compounds, 0.02% hits. beta-arrestin recruitment to beta2AR, cell-based reporter. Potency, µM (series often up to 46.1 µM), inactives show top-dose activation, most hits filed as activators;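 further: potency means the concentration at half of the fitted maximal effect; 0% = DMSO controls and full agonism = EC100 isoproterenol or metaproterenol; nearly all actives have a fitted effect of over 65% in size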
USP2a inh: inhibitors of human ubiquitin-specific protease USP2a; O75604; USP2 core, Ub-CHOP2 coupled fluorogenic reporter, 485/531; Potency, µM (series often up to 38.3 µM), for inactives: at the highest dose activity change, negative = inhibition, hits mostly inhibitors; 330,000 compounds, 0.01% hits; AID 463254;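 further: potency means the concentration at half of the fitted maximal effect; plate controls were DMSO wells for no effect and full inhibition by NEM control for full effect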
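Deubiquitinase activity read as fluorescence (485/531 nm) after Ub-CHOP2 cleavage activates the enterokinase reporter on its substrate; USP2 core 10nM, Ub-CHOP2 and substrate 25nM each, 30min compound preincubation then 60min RT; data normalized to NEM, curves fitted.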
hERG WT inh: KCNH2 (human, wildtype) channel inhibition | Q12809 | U2OS, BacMam KCNH2, thallium flux FluxOr; stronger effect = lower value | activity change, % at 1.84 µM | 340,000 compounds, 0.37% hits;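 active means maximum activity change below -70%; inconclusive means maximum activity change between -70% and -50%; inactive means maximum activity change above -50%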
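U2OS cells were transduced with wild-type KCNH2 virus (2.03 x 10^8 / mL) for 4 h at room temperature, then cultured overnight at 37 C. Thallium flux was read with FluxOr dye. Rate constants were normalized to DMSO controls.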
KCNH2 3.1 block: inhibitors of human KCNH2 3.1 potassium channel isoform | U2OS KCNH2 3.1, thallium flux FluxOr; stronger effect = lower value | activity change, % (tested at about 1.8 µM) | 340,000 compounds, 0.95% hits | AID 720553;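 active means maximum activity change below -70%; inconclusive means maximum activity change from -70% to -50%; inactive means maximum activity change above -50%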;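 further: thallium influx rate constant from kinetic fluorescence after stimulation buffer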
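U2OS cells transduced with KCNH2 3.1 mutant virus (1.77 x 10^8 /mL, 4 h), plated overnight at 37 C, loaded 45 min with FluxOr dye plus Red40 quencher. Thallium flux rate constant from kinetic reads after stimulation buffer, normalised to controls.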
Chronic BCR inh: inhibitors of chronic active B-cell receptor signaling | ABC-DLBCL IkBa-CBG/CBR reporter, luminescence ratio, 4 h | Potency, µM (top dose mostly 46.1 µM), for the others: top-dose ratio change, negative = lower green/red ratio, hits mostly inhibitors | 340,000 compounds, 0.05% hits; active means well fitted inhibition curve with a large enough effect in the signal ratio, with a control signal flat, not every such curve was filed as active; inconclusive means small, poorly fitted or top-dose-only effect, or effect the other way, or a change in a side signal; the % refers to the signal ratio;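 further: potency means the concentration at half of the fitted maximal effect; plate controls were basal doxycycline-induced cells for no effect and cells given 10 µM MG132 for full effect; MG132 reads +100%, hits lower the ratio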
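TMD8 human ABC-DLBCL cells with doxycycline-inducible IκBα–green luciferase fusion and unfused red luciferase, in 0.5% FBS medium; compounds up to 46 uM, 4 h at 37C. Green/red luminescence ratio, filter-overlap corrected, fitted to concentration-response curves.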
Eya2 phos inh: blocks the phosphatase activity of human Eya2; O00167; recombinant Eya2, OMFP fluorescence dephosphorylation (OMFP is methylfluorescein phosphate); Potency, µM (doses to about 76.9 µM), for the others: top-dose activity, negative = inhibition, usual class: inhibitors; 330,000 compounds, 0.006% hits; AID 488837; further: potency means the concentration at half of the fitted maximal effect
Target sequence (O00167 whole entry, looked up): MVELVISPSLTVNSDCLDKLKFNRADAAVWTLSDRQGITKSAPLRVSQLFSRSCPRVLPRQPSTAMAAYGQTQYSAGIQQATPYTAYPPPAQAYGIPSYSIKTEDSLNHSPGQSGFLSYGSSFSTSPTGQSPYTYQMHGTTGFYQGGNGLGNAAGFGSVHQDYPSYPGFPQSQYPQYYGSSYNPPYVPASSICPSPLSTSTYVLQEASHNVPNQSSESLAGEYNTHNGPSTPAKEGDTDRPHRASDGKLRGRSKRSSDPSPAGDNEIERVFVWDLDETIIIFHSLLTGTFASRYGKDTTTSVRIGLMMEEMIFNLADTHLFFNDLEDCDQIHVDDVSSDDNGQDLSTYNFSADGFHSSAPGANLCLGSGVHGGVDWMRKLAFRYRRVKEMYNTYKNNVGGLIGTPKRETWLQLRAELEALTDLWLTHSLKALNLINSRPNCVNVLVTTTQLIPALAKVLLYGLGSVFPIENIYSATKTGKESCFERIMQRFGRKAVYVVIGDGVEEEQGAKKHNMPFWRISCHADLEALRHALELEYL
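Eya2 (0.2 uM) preincubated 10 min at ambient with compound, then OMFP substrate added at 50 uM; 10 min reaction in 50 mM HEPES pH 7.5, 50 mM NaCl, 5 uM MgCl2, 0.05% BSA, 1 mM DTT. Fluorescence read at Ex 485/Em 525 nm.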
PKM2 act: activators of human pyruvate kinase M2; AID 1631; P14618; 260,000 compounds, 0.34% hits; Potency, µM (doses to about 57.5 µM), for the others: at the top dose activation, most hits filed as activators; purified PKM2, Kinase-Glo ATP luminescence, activation; response scale: 0% is enzyme alone, no compound; further: potency means the concentration at half of the fitted maximal effect; nearly all actives have a fitted effect of over 55% in size
Target sequence (P14618 whole entry, looked up): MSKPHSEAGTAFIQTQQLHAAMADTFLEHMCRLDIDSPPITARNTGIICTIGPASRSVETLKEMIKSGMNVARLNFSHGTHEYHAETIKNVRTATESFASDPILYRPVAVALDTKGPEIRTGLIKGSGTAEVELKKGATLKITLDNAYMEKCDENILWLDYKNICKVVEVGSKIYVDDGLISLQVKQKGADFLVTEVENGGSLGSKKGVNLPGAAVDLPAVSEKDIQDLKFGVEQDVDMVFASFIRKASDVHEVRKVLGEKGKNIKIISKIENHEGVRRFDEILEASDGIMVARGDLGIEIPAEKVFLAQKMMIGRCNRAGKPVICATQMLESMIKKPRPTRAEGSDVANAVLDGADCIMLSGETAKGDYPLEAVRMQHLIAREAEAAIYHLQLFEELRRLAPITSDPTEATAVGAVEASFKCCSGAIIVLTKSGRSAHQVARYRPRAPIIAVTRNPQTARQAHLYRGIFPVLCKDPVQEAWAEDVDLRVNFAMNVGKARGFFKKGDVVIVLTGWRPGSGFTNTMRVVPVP
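Kinase-Glo luminescence reports ATP generated from ADP (0.1 mM) and PEP (0.5 mM) by purified hPK-M2 after 1 h at room temperature, pH 7.2 imidazole buffer; intermediate enzyme activity allows detecting inhibitors and activators.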
The depositor's hits bear a star; ? = inconclusive; nt = not tested or not shown; [ ] = another dose, or the depositor's remark. Unless noted, the call rests on the fitted dose curve; in most records, active means well fitted curve in the direction sought with a large enough effect; inconclusive means small, poorly fitted or top-dose-only effect, or another doubt; inactive means no such curve, though single readings can be large; an effect the other way counts as inactive or inconclusive. Unless noted, on the % scale 0 is the no-effect control and ±100 the full control effect.

SMILES	FBPA coupling cs	GALK inhibitor	uPA surface inh	Giardia kill	B2AR arrestin	USP2a inh	hERG WT inh	KCNH2 3.1 block	Chronic BCR inh	Eya2 phos inh	PKM2 act
Brc1ccc2[nH]c3c(NCc4ccccn4)ncnc3c2c1	-2	4%	5%	-2	-1.0%	0%	-8	-2	?	-12%	4%
COc1ccc(CSc2nnnn2-c2ccc(C(=O)O)cc2)cc1	17	nt	7%	7	-0.6%	2%	1	1	5%	4%	nt
COC(=O)NC1CCS(=O)(=O)C1 (stereo unspecified)	0	-4%	nt	-7	-0.2%	1%	-3	10	5%	-9%	0%
COc1ccccc1NC(=O)C1=C(C)Nc2nc(CCCO)nn2C1c1ccc2c(c1)OCO2 (stereo unspecified)	7	0%	-1%	-5	-1.1%	2%	8	-11	-7%	10%	4%
CC(=O)N1CCCN(Cc2nc(C3(c4ccc(C)cc4)CCCC3)no2)CC1	-3	2%	-1%	-13	-0.4%	2%	-2	15	8%	0%	-7%
CCOc1ccc(S(=O)(=O)N2CCN(CC)CC2)cc1NC(=O)c1ccccc1F	-1	-2%	-4%	-12	4.1%	2%	36	-17	3%	1%	nt
Cc1nn(C)c(Oc2ccccc2)c1CCNS(=O)(=O)c1ccc(F)cc1	1	-1%	-3%	24	-0.8%	2%	-8	1	0%	-7%	0%
N#C/C(=C/c1cn(-c2ccccc2)nc1-c1cccc(S(=O)(=O)N2CCCC2)c1)C(=O)NCc1ccco1	-1	0%	0%	18	7.2%	0%	15	-5	-2%	3%	13%
CCOC(=O)CNC(=O)CSc1nnc(NC(=O)c2ccc3c(c2)OCO3)s1	nt	0%	-10%	?	0.0%	1%	-2	nt	-4%	4%	-15%
Cc1ccc(S(=O)(=O)CCC(=O)OCC(=O)NC(=O)c2ccccc2)cc1	nt	nt	6%	-1	0.1%	-1%	1	5	0%	-5%	nt
COC(=O)c1ccccc1NC(=O)CNC(=O)c1ccc(OC)cc1	3	10%	0%	13	0.3%	-2%	-8	21	2%	-7%	-5%
Cc1ccccc1OCC(=O)Nc1nc2ccccc2[nH]1	0	4%	nt	1	0.2%	1%	-5	-10	?	16%	0%
Cn1cc(CN2CCN(c3ccc(Cl)cn3)CC2)c(-c2ccccc2F)n1	3	-3%	14%	1	-0.3%	2%	7	-27	-9%	-5%	4%
CSCCC(NC(=O)c1ccco1)C(=O)NCCc1ccc(Cl)cc1 (stereo unspecified)	nt	nt	-4%	-19	-0.1%	2%	-10	-18	3%	3%	nt
Cc1nnc(SCC(=O)N(C2CCCCC2)C2CCS(=O)(=O)C2)n1C (stereo unspecified)	nt	nt	0%	8	-0.2%	-4%	-1	10	0%	-2%	nt
CC1CCN(c2c(NCc3ccc(C(=O)NCCc4ccc(Cl)cc4)cc3)c(=O)c2=O)CC1	6	nt	-5%	-8	?	1%	-3	10	-2%	5%	1%
CC(=O)Nc1nnc(C)s1	0	1%	-3%	-13	-0.6%	-2%	0	12	0%	-7%	-3%
CC1CC(C)CN(C(=O)COC(=O)c2cncc(Br)c2)C1 (stereo unspecified)	nt	nt	1%	?	0.1%	3%	-12	-13	1%	-21%	nt
CCCCCC(=O)NN1C(=S)N(c2ccc(OC)cc2)C(=O)C1CC(=O)Nc1ccccc1 (stereo unspecified)	2	-3%	9%	3	0.1%	4%	-5	11	17%	4%	4%
Cc1ccc(C(=O)c2sc3c(c2N)c(=O)[nH]c(=O)n3CCc2ccccc2)cc1	-4	0%	-8%	6	-0.3%	1%	-7	-11	2%	-1%	15%
Cc1cccc(CCN=c2c([N+](=O)[O-])nn(-c3ccccc3)n2O)c1	-3	-1%	?	-91*	-0.1%	0%	6	13	?	-6%	9%
Cc1ccccc1NC(=O)Nc1nc2ccc(S(C)(=O)=O)cc2s1	1	0%	8%	-2	0.1%	0%	-6	4	?	-6%	1%
CC1CCCC(NC(=O)CN(C)S(=O)(=O)c2cnc[nH]2)C1C (stereo unspecified)	0	-1%	8%	-19	-0.3%	0%	63	12	10%	0%	0%
COc1ccc(C(=O)C2CCCN(C(=O)Cn3nc(C)cc3C)C2)cc1F (stereo unspecified)	0	0%	1%	-16	-0.6%	3%	-20	35	0%	10%	-2%
S=C(NCc1ccccc1)Nc1ccc(Oc2ccccc2)cc1	6	1%	17%	20	0.6%	-10%	51	6	?	-2%	-2%
COc1ccc(OC)c(NC(=O)C2C3C=CC(C3)C2C(=O)NCc2cccnc2)c1 (stereo unspecified)	1	1%	-1%	39[activator]	-0.2%	1%	4	1	?	21%	0%
COC(=O)C(Cc1ccccc1)NC(=O)c1cc(S(=O)(=O)N(C)C)ccc1Cl (stereo unspecified)	0	13%	4%	-3	-0.6%	0%	-1	3	1%	-2%	14%
Cc1ccc(C(=O)COC(=O)CN2C(=O)C3C4C=CC(C4)C3C2=O)cc1C (stereo unspecified)	nt	-3%	6%	1	0.0%	1%	-3	11	-1%	3%	0%
CC(C)COC(=S)Nc1ccccc1	2	3%	7%	4	-1.7%	-1%	2	-1	?	-30%	-2%
CC(C)c1ccccc1-n1c(SCC(=O)N2CCc3ccccc3C2)nc2ccccc2c1=O	2	-3%	?	-7	?	-19%	-4	-10	?	-6%	6%
Clc1ccc(-n2cccc2)cn1	2	7%	2%	0	-0.1%	0%	13	-3	?	11%	-2%
COc1cc(NC(=O)c2ccc(Cl)cc2)c(OC)cc1Cl	-6	2%	nt	-8	-0.9%	-3%	-3	-23	20%	-16%	-10%
Cn1c(CN2CCN(C(=O)c3ccco3)CC2)nc2cc([N+](=O)[O-])ccc21	nt	-1%	13%	8	0.3%	0%	10	-3	-3%	2%	-3%
CCCN(CC(=O)Nc1ccccc1C)C(=O)/C=C/c1cccs1	-1	0%	11%	-4	-0.3%	4%	-2	-9	?	-2%	-10%
CCCSc1nnc(NC(=O)CSc2sc3c(O)cc(=O)[nH]c3c2C#N)s1	7	-1%	0%	0	-0.2%	0%	0	9	0%	0%	4%
O=C1CC(Nc2ccc(N3CCOCC3)cc2)C(=O)N1Cc1ccccc1 (stereo unspecified)	2	0%	nt	-11	0.0%	-3%	8	-18	8%	-8%	6%
CN1CCN(c2nc(-c3ccccc3)c3cc(Cl)ccc3n2)CC1	2	-1%	-5%	-13	-1.0%	2%	-37	?	?	1%	6%
CCN(C(N)=S)c1ccccc1	2	2%	-6%	24	3.0%	1%	-6	18	-5%	7%	-2%
CC(C)c1cc(C(=O)Nc2sc3c(c2C#N)CCC3)no1	-1	-3%	nt	-3	0.3%	6%	5	2	?	13%	8%
CC1CN(C(=O)c2ccc(NS(=O)(=O)c3ccc(F)c(F)c3)cc2)CC(C)O1 (stereo unspecified)	nt	nt	3%	2	-0.2%	0%	5	11	-8%	1%	nt
Cc1cc(C(=O)N/N=C/c2c(CO)cnc(C)c2O)c2ccccc2n1	nt	-4%	-3%	-4	-0.7%	1%	-8	5	-14%	-1%	-2%
CCOc1ccc(C(=O)NCC(=O)OCCN2C(=O)c3ccccc3C2=O)cc1OCC	nt	nt	-2%	31[activator]	-0.1%	5%	-10	23	?	4%	nt
Nc1c2c(nc3ccccc13)CCC2	2	1%	-1%	8	-1.0%	-1%	2	-6	0%	1%	1%
CCCCN(C)C(=O)C(Cc1ccccc1)NS(=O)(=O)c1ccc2c(c1)c(=O)n(C)c(=O)n2C (stereo unspecified)	1	3%	9%	-10	0.0%	2%	-4	1	?	14%	-1%
CCc1c(C)sc(NC(=O)Cc2ccccc2C)c1C(=O)N1CCOCC1	nt	5%	3%	-3	0.3%	0%	6	-14	2%	1%	-5%
COCCN(C(=O)COC(=O)c1ccc2c(c1)OCCO2)c1c(N)n(Cc2ccccc2)c(=O)[nH]c1=O	nt	nt	-2%	-17	-0.5%	-2%	-3	6	-16%	15%	nt
CCOc1ccc(C(=O)Nc2cccc(-c3nc4ccccc4[nH]3)c2C)cc1[N+](=O)[O-]	1	0%	2%	-8	-0.2%	0%	-6	-78*	-7%	1%	-1%
O=C(COC(=O)CCc1ccccc1)Nc1ncc(Cl)cc1Cl	2	0%	nt	5	0.1%	1%	1	-8	18%	-1%	-8%
CN(C)CCNc1ncnc2c1sc1nc(N3CCCC3)c3c(c12)CC(C)(C)OC3	-4	-3%	-5%	10	0.2%	0%	-2	0	10%	8%	2%
Cc1onc(-c2c(F)cccc2Cl)c1C(=O)NCCCN1CCOCC1	4	0%	nt	5	-0.4%	0%	-3	-2	5%	8%	8%
COc1ccc(NC(=O)c2sc3nc(C)nc(N4CCOCC4)c3c2C)c(OC)c1	-2	0%	0%	13	0.0%	0%	-4	-14	?	7%	-11%
